All columns: NCI-60 one-dose screen, growth in % after 48 h at 10 µM unless noted; 100 = growth as untreated, 0 = no growth, -100 = all killed.
SW-620 = SW-620 colon cancer | 82,000 tested, 5.2% active
HCT-15 = HCT-15 colon cancer. 82,000 tested, 5.2% active. AID 1794746
HCT-116 = HCT-116 colon cancer. 82,000 tested, 7.3% active. AID 1794798
SNB-19 = SNB-19 CNS cancer cells; AID 1794751; 81,000 tested, 2.5% active
SNB-75 = SNB-75 CNS cancer | 79,000 tested, 5% active | AID 1794750
SF-295 = SF-295 CNS cancer cells; 79,000 tested, 5.6% active
KM12 = KM12 colon cancer cells. 82,000 tested, 5% active
SF-539 = SF-539 CNS cancer. 81,000 tested, 6.8% active
HCC-2998 = HCC-2998 colon cancer. 79,000 tested, 4.7% active. AID 1794799
An asterisk follows results filed as active; / = not tested or not shown; [ ] = remark or other dose. The calls were made as follows: active = growth percent below 10; inactive = the rest.

SMILES	SW-620	HCT-15	HCT-116	SNB-19	SNB-75	SF-295	KM12	SF-539	HCC-2998
COc1ccccc1CNc1nc(N)nc2[nH]c3ccc(O)cc3c12	26	41	31	59	36	50	22	46	67
CCC1(CC)COP(=O)(OCCN2C(=O)C3C4C=CC(C4)C3C2=O)OC1 (stereo not given)	113	98	102	101	87	102	105	106	106
Fc1ccc(OCc2n[nH]c(=S)n2-c2ccccc2)cc1	109	112	103	106	100	/	113	97	96
CCN(CC)c1ccc(C(=C2C=CC(=[N+](CC)CC)C=C2)c2ccc(S(=O)(=O)O)cc2S(=O)(=O)[O-])cc1	102	104	111	94	80	95	108	97	112
O=C1/C(=C/c2cc(Br)cc(Br)c2)Cc2cc3c(cc21)OCO3	92	99	89	91	88	103	96	93	102
C/C(=N/NC(=O)c1cc2ccccc2oc1=N)c1ccccc1	105	98	103	93	84	91	106	99	97
O=C(CSc1cc[n+](CCCO)c2ccccc12)n1ccc2ccccc21	101	98	96	93	119	94	89	97	112
NC(=O)N/N=C/c1cc(=O)[nH]c(=O)[nH]1	102	101	96	103	93	100	113	105	106
O=S1(=O)CSCS(=O)(=O)C1	100	113	98	97	82	102	104	96	90
CCC1(C(C)C)NC(=O)NC1=O (stereo not given)	/	105	101	101	100	98	104	101	/
COc1ccc(N2CCN(c3ccc(NC4=C(Cl)C(=O)c5ncccc5C4=O)cc3)CC2)cc1	16	41	16	29	53	81	64	39	81
O=C(CN1CCn2c(nnc2C(F)(F)F)C1)Nc1nc2ccc(O)cc2s1	101	94	100	97	/	92	100	100	101
OC1CSSC1Cn1cnc2c(Nc3ccc(OCc4cccc(F)c4)c(Cl)c3)ncnc21 (stereo not given)	-20*	-64*	-33*	-49*	54	4.7*	-60*	-3.1*	-82*
COc1ccc(OC)c(N(CCN2C(=O)c3ccccc3C2=O)C(=O)C2CCC(=O)C2C)c1 (stereo not given)	103	100	108	112	86	106	109	106	109
Cc1ccc(C(=O)NNc2nccc(Nc3ccc(S(=O)(=O)Nc4ccncc4)cc3)n2)cc1	91	97	96	96	104	99	95	101	104
C=CCn1c(SCC(=O)c2ccc(OC)cc2)nnc1-c1ccc(Cl)cc1	97	94	92	88	100	100	101	100	98
COc1ccc(-c2cc(-c3cccnc3)nc3sc4c(=O)n(-c5ccc(C)cc5)nnc4c23)cc1OC	94	103	95	/	86	97	103	93	109
O=C(CN1C(=O)S/C(=C\C(Cl)=C\c2ccccc2)C1=O)NC1CCS(=O)(=O)C1 (stereo not given)	23	16	5.7*	87	58	85	65	57	103
CC(C)=CCO[C@H]1Cc2cc3ccc(=O)oc3cc2OC1(C)C	95	106	94	99	80	103	101	96	104
Clc1cccc(-c2nonc2Nn2cnnn2)c1	110	104	97	100	94	94	103	97	101
c1ccc2c(NCCCn3ccnc3)c3oc4ccccc4c3nc2c1	-17*	-6.9*	6.1*	12	18	5.7*	7.5*	4.5*	0.5*
CC/C(=C(/c1ccc(Cl)cc1)c1ccc(OCCN)cc1)c1ccc(OC)cc1	97	99	103	110	108	114	97	96	111
C#CC(C)(CC)OC(C)=O (stereo not given)	105	108	99	101	104	105	101	109	/
NC(=NC1CCCCC1)c1ccc(OCCSCCOc2ccc(C(N)=NC3CCCCC3)cc2)cc1	75	95	52	50	71	/	33	65	63
CN(C)CCC(C(=O)c1ccccc1)c1ccncc1 (stereo not given)	113	101	100	93	106	112	107	110	115
CN1C(=O)C(C2=NN(c3ccccc3)C(c3ccc(Cl)cc3)C2)C(=O)N(C)C1=O (stereo not given)	84	59	79	76	89	52	77	90	83
Oc1ccc(Br)cc1C=Nc1cccc2c1C(O)c1ccccc1-2 (stereo not given)	94	99	103	97	75	100	102	91	99
Cc1nn(-c2ccccc2)c(N2CCOCC2)c1-c1nc2ccc(C(=O)NN)cc2[nH]1	102	107	105	101	87	100	98	97	88
C[N+](C)(C)N	109	105	121	109	104	/	106	112	99
NNc1nc(Nc2ccccc2)nc(Nc2ccc(S(N)(=O)=O)cc2)n1	115	102	114	104	93	105	107	94	101
CC(C)(C)n1cc(-c2ccnc(NCCCNS(=O)(=O)c3ccc(F)cc3)n2)c(-c2ccc(F)c(O)c2)n1	114	77	86	107	119	112	89	99	134
CNC(=O)c1cc(Oc2ccc3nc(NC(=O)Nc4ccc(N5CCC(N(C)C)CC5)cc4)sc3c2)ccn1	72	75	39	/	86	99	60	73	95
CC(=O)c1cc2c(N)c(C(=O)Nc3ccncc3)sc2nc1C	113	86	91	95	100	94	112	89	101
CCCS(=O)(=O)Oc1ccc2c3c(c(=O)oc2c1)CCCCCC3	93	78	87	93	103	67	69	95	78
CC(=O)[C@H]1C[C@]23CC[C@]4(C)[C@H](CC[C@@H]5[C@@]6(C)CCC(=O)C(C)(C)[C@@H]6CC[C@]54C)[C@H]2[C@H](C)C1(C)OC3	96	111	101	98	73	99	103	95	110
Cc1nnc2c(C#N)c(-c3cccn3C)cc(-c3ccc(Br)cc3)n12	109	101	90	94	75	108	104	92	97
O=C1CSC(c2ccccc2Cl)N1c1nnc(Cn2nnc3ccccc32)o1 (stereo not given)	93	75	60	83	82	/	77	89	86
Cc1ccc(S(=O)(=O)Nc2ccc(C(=O)/C=C/c3ccccc3F)cc2)cc1	103	88	71	96	86	98	97	95	109
N#CCCN(CCC#N)c1ccccc1	95	99	96	103	108	96	104	106	99
FC(F)(F)c1cc(-c2nnc3sc(C(F)(F)F)nn23)cc(C(F)(F)F)c1	99	103	103	104	95	/	117	104	/
Cn1c(=O)c2[nH]c([N+](=O)[O-])nc2n(C)c1=O	100	98	100	106	86	101	102	104	92
Cc1ccc(Cl)cc1[N+](=O)[O-]	101	104	105	114	/	104	109	102	102
Cc1ccc(CC2(c3ccccc3)NC(=O)NC2=O)cc1 (stereo not given)	101	97	109	117	92	104	85	101	/
O=C(/C=C1\C=CN(CCN2CCCCC2)c2ccccc21)n1ccc2ccccc21	92	102	84	103	101	102	97	92	109
COc1cc2c(cc1OC)C1CC3(CCCCC3)ON1CC2 (stereo not given)	102[100 µM]	95[100 µM]	87[100 µM]	95[100 µM]	97[100 µM]	85[100 µM]	95[100 µM]	100[100 µM]	108[100 µM]

5 compounds from above, sorted by molar mass, smallest number first.
SMILES	SW-620	HCT-15	HCT-116	SNB-19	SNB-75	SF-295	KM12	SF-539	HCC-2998
N#CCCN(CCC#N)c1ccccc1	95	99	96	103	108	96	104	106	99
Cn1c(=O)c2[nH]c([N+](=O)[O-])nc2n(C)c1=O	100	98	100	106	86	101	102	104	92
Cc1ccc(CC2(c3ccccc3)NC(=O)NC2=O)cc1 (stereo not given)	101	97	109	117	92	104	85	101	/
CC(=O)[C@H]1C[C@]23CC[C@]4(C)[C@H](CC[C@@H]5[C@@]6(C)CCC(=O)C(C)(C)[C@@H]6CC[C@]54C)[C@H]2[C@H](C)C1(C)OC3	96	111	101	98	73	99	103	95	110
CC(C)(C)n1cc(-c2ccnc(NCCCNS(=O)(=O)c3ccc(F)cc3)n2)c(-c2ccc(F)c(O)c2)n1	114	77	86	107	119	112	89	99	134

(cont.)
SMILES	SW-620	HCT-15	HCT-116	SNB-19	SNB-75	SF-295	KM12	SF-539	HCC-2998
CCN(CC)C(=O)Cn1cc(C(N)=O)nn1	94	94	96	103	94	97	99	102	97
CC(C)(C)OC(=O)NC(Cc1ccc(OCc2ccccc2)cc1)C(=O)ON1C(=O)CCC1=O (stereo not given)	109	91	95	106	86	84	102	101	100
CCOC(=O)c1cn2ncnc(Oc3ccc(NC(=O)Nc4ccc(F)c(Cl)c4)c(F)c3)c2c1C	97	111	106	95	83	94	98	93	106
O=C(O)CCCCCCCCCCSCc1ccccc1	104	96	92	95	79	104	97	97	103
COc1ccc(-c2cc(-c3ccc(OC)cc3)cc(-c3ccc(OC)cc3)c2)cc1	87	93	92	98	63	95	102	94	93
COc1cccc(CC(C)=C(c2ccc(OCCN(C)C)cc2)c2ccc(OCCN(C)C)cc2)c1	-62*	-38*	-74*	15	/	23	-1.2*	-93*	-15*
COc1ccc(-c2nc(SC(C)C)nc(Oc3ccccc3/C=C3/SC(=O)NC3=O)c2C#N)cc1	99	97	97	96	77	97	98	96	106
CC(C)c1ccc(OCCCCCCOc2cccc(/C=C3\N=C4SCCCN4C3=O)c2)cc1	34	68	77	99	108	88	70	104	92
COc1ccc(C(=O)O)c(I)c1OC	105	101	105	114	87	109	97	111	105
Fc1ccccc1Nc1ncnc2onc(-c3ccccc3)c12	98	98	71	92	90	109	103	94	97
O=c1nc2c(-c3ccccc3)n[nH]n2c2ccsc12	100	104	90	98	92	110	91	94	101

Three entries from above, as comma-separated lines.
smiles,SW-620,HCT-15,HCT-116,SNB-19,SNB-75,SF-295,KM12,SF-539,HCC-2998
O=C(O)CCCCCCCCCCSCc1ccccc1,104,96,92,95,79,104,97,97,103
COc1ccc(-c2cc(-c3ccc(OC)cc3)cc(-c3ccc(OC)cc3)c2)cc1,87,93,92,98,63,95,102,94,93
COc1cccc(CC(C)=C(c2ccc(OCCN(C)C)cc2)c2ccc(OCCN(C)C)cc2)c1,-62*,-38*,-74*,15,/,23,-1.2*,-93*,-15*

Screening data from PubChem.

Rows were taken by chance; overall some 11% were active at least once.
